TRPV1 agonist: activates the human vanilloid receptor TRPV1 | TRPV1-expressing cells, Fluo-8 calcium influx, agonist mode | activation, % at 8.33 µM | actives 0.19% (n = 320,000) | AID 540275; in the data active = activation above about 80%; inconclusive = between about 30% and that limit; also: 0% is about no effect
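TRPV1-expressing cells were cultured overnight at 35.5C and loaded with Fluo-8 calcium dye for 40 to 90 min at room temperature. After a 10 s baseline, compound was added and calcium influx was read kinetically for 3 min (ex 480/em 520 nm).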
B2AR arrestin: beta2AR (human) beta-arrestin recruitment activity. beta-arrestin recruitment to beta2AR, cell-based reporter. Potency, µM (series often up to 46.1 µM), without a hit: at the highest dose activation, most hits filed as activators. actives 0.02% (n = 330,000). AID 492947;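 also: potency is read from the fitted curve at half-maximal effect; 0% = DMSO controls and full agonism = EC100 isoproterenol or metaproterenol; nearly all actives have a fitted effect of over 65% in size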
USP2a inh: inhibitors of human ubiquitin-specific protease USP2a; Potency, µM (titrated, usually from 38.3 µM), for the others: at the highest dose activity change, negative = inhibition, usual class: inhibitors; USP2 core, Ub-CHOP2 coupled fluorogenic reporter, 485/531; actives 0.01% (n = 330,000); O75604;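 also: potency is read from the fitted curve at half-maximal effect; plate controls were DMSO wells for no effect and full inhibition by NEM control for full effect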
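Cell-free coupled assay: 10nM USP2 core preincubated 30min RT with compound in Tris-HCl pH 8.0/CaCl2/CHAPS buffer, then 25nM Ub-CHOP2 and 25nM reporter substrate; fluorescence (Ex 485/Em 531) read after 60min RT, normalized to NEM inhibition, concentration-response curves fitted.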
TSG101-PTAP inh: blocks PTAP/TSG101 interaction to inhibit HIV-1 budding; Q99816; Fluorescence polarization, FITC-PTAP peptide / Tsg101 binding; Potency, µM (highest dose often 115 µM), without a hit: at the highest dose activity change, negative = inhibition, most hits filed as inhibitors; 340,000 tested, under 10 active; active = well fitted inhibition curve with a large enough effect in the main read-out, with a control signal flat, not every such curve was filed as active; inconclusive = small, poorly fitted or top-dose-only effect, or effect the other way, or a change in a side signal; inactive = no such curve, though single readings can be large or run the other way; also: potency is read from the fitted curve at half-maximal effect; % of control where 0% means no effect
Target sequence (Q99816 whole entry, looked up): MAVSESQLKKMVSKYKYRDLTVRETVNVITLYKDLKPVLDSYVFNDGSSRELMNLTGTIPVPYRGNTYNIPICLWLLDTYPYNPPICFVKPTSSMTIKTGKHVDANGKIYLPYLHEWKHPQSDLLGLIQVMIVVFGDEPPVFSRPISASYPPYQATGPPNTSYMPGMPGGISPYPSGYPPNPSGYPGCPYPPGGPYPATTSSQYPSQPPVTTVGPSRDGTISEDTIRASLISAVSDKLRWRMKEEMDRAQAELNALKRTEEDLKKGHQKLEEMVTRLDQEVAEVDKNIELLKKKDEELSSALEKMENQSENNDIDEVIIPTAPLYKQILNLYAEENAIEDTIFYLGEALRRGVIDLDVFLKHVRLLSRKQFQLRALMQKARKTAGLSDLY
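Steps: Tsg101 binding domain dispensed (10 uM final), compounds pinned in DMSO, FITC-labeled PTAP-motif peptide added (50 nM final); after 20 min binding at room temperature, polarization measured.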
Integrin act MD: activators of alpha7 integrin expression for muscular dystrophy | actives 0.064% (n = 350,000) | Potency, µM (highest dose often 38.3 µM), inactives show at the top dose activation, hits mostly activators | alpha7betagal myoblasts, beta-gal FDG fluorescence, 48 h;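 also: potency is read from the fitted curve at half-maximal effect; 100% = response of the positive control SU9516; nearly all actives have a fitted effect of over 60% in size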
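Alpha7betagal+/- myoblasts (passage 13) were plated 16-24 hr, then exposed to compounds (1:260 dilution of DMSO stock) for 48 hours at 37C. After MPER lysis, β-galactosidase reporter activity was read as FDG fluorescence (ex 480/em 540) after 30 minutes.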
ASM inhibitor: blocks human secretory acid sphingomyelinase. placental ASM, HMU-PC fluorogenic substrate, 60 min. Potency, µM (top dose mostly 57.5 µM), inactives show at the highest dose activity change, negative = inhibition, hits mostly inhibitors. actives 0.006% (n = 340,000). AID 504937; also: potency is read from the fitted curve at half-maximal effect
Target sequence (P17405 47-631 limits assumed): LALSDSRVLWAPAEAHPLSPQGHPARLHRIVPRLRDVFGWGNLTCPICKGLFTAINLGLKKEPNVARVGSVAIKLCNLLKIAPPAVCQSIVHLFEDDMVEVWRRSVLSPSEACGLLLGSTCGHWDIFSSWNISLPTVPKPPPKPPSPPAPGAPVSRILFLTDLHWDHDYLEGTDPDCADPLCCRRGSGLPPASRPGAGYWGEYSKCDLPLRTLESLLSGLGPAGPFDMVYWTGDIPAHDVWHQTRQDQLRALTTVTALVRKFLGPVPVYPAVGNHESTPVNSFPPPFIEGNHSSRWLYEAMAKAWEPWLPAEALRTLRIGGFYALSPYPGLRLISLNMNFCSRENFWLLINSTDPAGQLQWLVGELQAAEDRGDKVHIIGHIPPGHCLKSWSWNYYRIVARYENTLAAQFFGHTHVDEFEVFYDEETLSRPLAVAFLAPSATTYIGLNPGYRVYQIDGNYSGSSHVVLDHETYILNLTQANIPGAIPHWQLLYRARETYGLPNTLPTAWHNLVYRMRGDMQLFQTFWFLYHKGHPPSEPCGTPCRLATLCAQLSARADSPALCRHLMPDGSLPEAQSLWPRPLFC
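Steps: dispense placental human ASM, pin compound, wait 10 min at room temperature, add HMU-PC0 substrate at 9 uM final, incubate 60 min at 37 °C, add stop solution raising pH to 10, read fluorescence.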
ELG1 genotoxic: genotoxicity induction in ELG1-luciferase HEK293T cells; HEK293T ELG1-luciferase reporter, luminescence, 16 h; Potency, µM (titrated, usually from 46 µM), inactives show at the highest dose activity change, positive = activation, actives largely listed as activators; actives 1.3% (n = 330,000); also: potency is read from the fitted curve at half-maximal effect; % of control where 0% means no effect; nearly all actives have a fitted effect of over 60% in size
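HEK293T cells expressing luciferase-tagged ELG1 were exposed to compound or DMSO vehicle for 16 hr at 37 °C and 5% CO2. Luciferase activity was then measured with ONE-Glo after 30 min at room temperature.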
BRCA1 expr up: BRCA1 expression activation; AID 624202; actives 1.1% (n = 380,000); MCF7-BRCA1-FFLuc reporter, luminescence, 48 h; response scale: scaled: vehicle 0%, 10 µM genistein 100%; Potency, µM (doses to about 46.1 µM), inactives show top-dose activation, usual class: activators; also: potency is read from the fitted curve at half-maximal effect; nearly all actives have a fitted effect of over 80% in size; some results filed as inactive show a strong effect at the top dose
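Cells: MCF7-BRCA1-FFLuc, 2000/well. Exposure: 48 h, 37 °C, 5% CO2. Read: luminescence, 15 min post-substrate. Controls: genistein 10 microM (maximal activation), DMSO (neutral).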
Eya2 phos inh: blocks the phosphatase activity of human Eya2 | O00167 | actives 0.006% (n = 330,000) | Potency, µM (series often up to 76.9 µM), for the others: at the highest dose activity, negative = inhibition, actives largely listed as inhibitors | recombinant Eya2, OMFP fluorescence dephosphorylation (OMFP is methylfluorescein phosphate); also: potency is read from the fitted curve at half-maximal effect; % is scaled to controls: 0 for no effect and ±100 for the full control effect
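Eya2 (0.2 uM) preincubated 10 min at ambient with compound, then OMFP substrate added at 50 uM; 10 min reaction in 50 mM HEPES pH 7.5, 50 mM NaCl, 5 uM MgCl2, 0.05% BSA, 1 mM DTT. Fluorescence read at Ex 485/Em 525 nm.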
uPA generation: inhibitors of cell surface uPA generation. cell surface uPA generation assay, qHTS. Potency, µM (series often up to 38.3 µM), for inactives: at the top dose activity change, negative = inhibition, actives largely listed as inhibitors. actives 0.31% (n = 330,000). AID 540303; active = well fitted inhibition curve with a large enough effect; inconclusive = small, poorly fitted or top-dose-only effect; inactive = no such curve, though single readings can be large or run the other way; tested in mouse RAW 264.7 cells; also: potency is read from the fitted curve at half-maximal effect; % is scaled to controls: 0 for no effect and ±100 for the full control effect; nearly all actives have a fitted effect of over 55% in size
p53 reactivation: re-activators of mutant p53; Potency, µM (series often up to 92.2 µM), inactives show at the top dose activity change, positive = activation, actives largely listed as activators; AID 504706; H1299 p53-A138V BP100-luciferase reporter, luminescence, 24 h; actives 0.063% (n = 320,000); also: potency is read from the fitted curve at half-maximal effect; % of control where 0% means no effect; nearly all actives have a fitted effect of over 45% in size
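H1299 (p53-null), stable ts p53-A138V + BP100-Luc; 1000 cells/well, Opti-MEM/10% FBS; cpd 4 pt, 1:5; 24 h, 37 deg C, 5% CO2; detection reagent 10 min RT; luminescence.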
An asterisk follows results filed as active; ? = inconclusive; . = not tested or not shown; [ ] = dose if it differs, or a comment. Unless noted, calls follow the shape of the dose curve; as a rule, active = well fitted curve in the direction sought with a large enough effect; inconclusive = small, poorly fitted or top-dose-only effect, or another doubt; inactive = no such curve, though single readings can be large; an effect the other way counts as inactive or inconclusive. An unsorted share of the library; 2.6% or so of the library scored in one or more.

SMILES	TRPV1 agonist	B2AR arrestin	USP2a inh	TSG101-PTAP inh	Integrin act MD	ASM inhibitor	ELG1 genotoxic	BRCA1 expr up	Eya2 phos inh	uPA generation	p53 reactivation
Cc1cc(C(=O)CSc2nc3ccccc3n2CCC#N)c(C)n1Cc1cccs1	6.3	-0.2%	2.2%	0.9%	-0.7%[7.66 µM]	-1.5%	8.2µM*	52.9%	-1.3%	1.1%	?
Cc1ccc2ccc(C3C(=O)c4ccccc4C3=O)nc2c1	.	.	.	-3.8%	19.9%	-3.0%	.	64.2%	.	-5.8%	.
Cc1cccc(OCC(O)Cn2c(NCc3cccnc3)nc3c2c(=O)[nH]c(=O)n3C)c1 (configuration not stated)	1.7	0.2%	-0.4%	-7.7%	2.6%	-0.8%	-0.8%	-5.9%	6.0%	-2.2%	-18.1%
CC(C)NC(=O)C1c2ccccc2Oc2ccccc21	-4.1	3.3%	0.1%	-1.3%	28.8%	1.4%	-4.3%	11.4%	8.5%	2.7%	.
NC(=O)C1(N2CCCCC2)CCN(C(=O)CSc2nc3ccccc3s2)CC1	2.8	-0.3%	-2.0%	2.1%	9.6%	2.5%	-1.3%	31.3%	-27.3%	-2.1%	-6.6%
COC(=O)c1cn(C(=O)c2ccc(OC)c(OC)c2)c2ccccc12	-4.8	0.5%	0.8%	-1.5%	?	-3.6%	0.5%	-0.2%	5.3%	?	0.6%
COc1ccc(N2CCN(C(=O)CN(c3ccccc3)S(C)(=O)=O)CC2)cc1	-0.6	0.2%	0.4%	-6.1%	-16.2%	-0.3%	-0.4%	-18.5%	5.6%	-1.3%	1.3%
Cc1ccc2oc(=O)n(CCCOc3ccccc3C)c2c1	7.2	-1.0%	3.2%	-5.1%	-7.8%	-5.7%	3.5%	78.8%	-4.4%	-8.9%	25.6%
COc1ccc(CC(=O)N2CCN(c3ccc(C4=NNC(=O)CC4C)cc3)CC2)cc1 (configuration not stated)	1.0	0.3%	1.2%	-1.0%	10.8%	17.1%	0.5%	1.8%	0.4%	3.1%	-1.9%
O=C(COC(=O)Cc1ccc(Br)cc1)NCC1CCCO1 (configuration not stated)	.	-0.7%	-0.4%	-2.0%	43.0%	1.9%	0.0%	-3.4%	6.8%	4.7%	-2.2%
CCn1c(CC(=O)Nc2ccc(C)c(Cl)c2)nnc1SCc1ccc(Cl)c(Cl)c1	0.0	-0.3%	1.9%	-6.1%	0.0%	2.6%	1.1%	2.8%	-0.7%	15.8%	-1.6%
Cc1ccc(NS(=O)(=O)c2cc(OCC(N)=O)c(C)cc2Cl)cc1	8.1	10.9%	0.0%	1.1%	-6.5%	1.5%	-2.0%	-3.1%	-1.9%	-3.0%	-14.6%
COC(=O)CSc1ccccc1C(=O)OC	0.3	-0.8%	-1.0%	-8.3%	2.4%	168.0%[activator]	1.2%	7.4%	-3.3%	6.3%	9.6%
O=C(c1cc2c(F)cccc2s1)N1CCCC1	9.7	0.2%	1.8%	-1.4%	12.0%	-1.2%	12.1%	38.5%	-1.0%	0.8%	12.4%
CCSC(SCC)[C@H](O)[C@@H](O)[C@H](O)[C@H](O)CO	1.5	-0.5%	3.9%	0.2%	.	1.5%	0.1%	0.0%	0.0%	-12.2%	0.7%
CC(C)(C)NC(=O)NC(=O)COc1ccccc1C#N	0.0	0.2%	0.9%	-9.9%	-6.3%	3.7%	1.3µM*	91.7%	2.7%	-6.6%	.
COc1cccc(NC(=O)c2ncn[nH]2)c1	5.5	0.0%	-0.6%	-2.3%	9.4%	-2.3%	-19.7%	35.9%	-6.2%	3.7%	-5.5%
COc1cccc(-n2c(SCC(=O)Nc3cc(C)on3)nc3c([nH]c4ccccc43)c2=O)c1	0.8	-0.5%	-8.7%	-2.1%	-8.0%	-17.8%	-2.6%	-50.3%	4.8%	31.1%[activator]	-9.6%
Clc1ccc2oc(-c3ccccn3)nc2c1	12.7	0.1%	0.0%	0.7%	19.4%	1.7%	?	43.5%	-1.3%	-8.8%	?
CCCCCCn1c(COc2ccccc2F)nnc1SCC(=O)N1c2ccccc2NC(=O)C1(C)C	-10.2	0.8%	-10.5%	3.9%	-59.4%[inhibitor]	-11.8%	-6.4%	-97.5%[inhibitor]	-17.0%	.	-15.5%
COC(=O)C1C(=O)OC(C)(C)C1C(C)C(=O)c1ccc(C)cc1C (configuration not stated)	4.5	-0.4%	-0.8%	-6.1%	-9.8%	0.5%	-5.0%	0.0%	9.2%	0.5%	14.6%
COc1ccccc1CNC(=O)[C@@H](NC(=O)C1CCN(C(=O)[C@@H]2CCCN2)CC1)C(C)C	2.1	-0.5%	1.8%	-3.8%	-0.6%	2.9%	2.1%	-10.9%	?	13.9%	.
CCOC(=O)C1CCN(S(=O)(=O)c2cc3c4c(c2)C(C)C(=O)N4CCC3)CC1 (configuration not stated)	-1.2	-0.3%	1.6%	-3.1%	1.7%	2.1%	-0.2%	-2.0%	-14.1%	7.3%	17.4%
Cc1cccnc1NC(=O)CCn1c(=O)oc2ccccc21	1.2	0.1%	1.5%	-2.8%	-26.8%	1.9%	5.5%	3.4%	-17.5%	4.1%	-5.0%
N#Cc1c(-c2ccccc2)ccn(Cc2ccc(Cl)cc2)c1=O	5.6	0.0%	-0.3%	-6.5%	14.1%	0.6%	-0.5%	-18.9%	-3.4%	-4.7%	0.9%

The listing continues.
SMILES	TRPV1 agonist	B2AR arrestin	USP2a inh	TSG101-PTAP inh	Integrin act MD	ASM inhibitor	ELG1 genotoxic	BRCA1 expr up	Eya2 phos inh	uPA generation	p53 reactivation
COc1ccc(C(=O)NCC(=O)Nc2ccc(-c3ccccc3)cc2)cc1	-0.3	0.5%	2.0%	-0.2%	-9.8%	-5.3%[11.5 µM]	3.2%	-14.0%	-2.2%	1.9%	4.8%
COc1ccc(CN(Cc2cccn2C)S(=O)(=O)c2ccccc2)cc1	14.0	-0.4%	1.4%	-0.2%	-16.2%	-3.1%	-3.6%	-16.4%	0.0%	-11.6%	0.4%
O=C(Nc1nc(-c2nc3ccccc3s2)cs1)C1COc2ccccc2O1 (configuration not stated)	1.5	-0.6%	-8.7%	-4.6%	11.4%	-5.5%	1.1%	107.6%	-17.7%	-26.4%	?
O=[N+]([O-])c1ccccc1CNc1ccc(F)c(Cl)c1	0.4	-0.3%	3.1%	-1.7%	-14.8%	-7.6%	0.9%	17.6%	-1.1%	16.5%	-1.5%
O=P(C1=C(N2CCOCC2)/C(=C\c2ccccc2)CC1)(N1CCOCC1)N1CCOCC1	-1.3	-0.8%	1.2%	-3.7%	-24.9%	1.8%	0.0%	-4.3%	-11.0%	0.3%	0.3%
COc1ccc(S(=O)(=O)CCC(=O)NCCc2ccc(S(N)(=O)=O)cc2)cc1	-5.5	-0.3%	3.0%	-1.8%	13.4%	3.9%	2.0%	-8.4%	-4.8%	3.4%	-2.0%
Cc1ccc(O)c(NC(=O)c2ccc3c(c2)C(=O)N(Cc2cccnc2)C3=O)c1	6.0	-1.1%	-0.5%	-4.7%	8.8%	-3.9%	7.6%	-2.9%	7.6%	2.5%	18.9%
COCCCNCc1cc(C)n(-c2cc(S(=O)(=O)N3CCOCC3)ccc2N2CCCC2)c1C	.	.	.	-5.1%	-12.0%	5.8%	.	-8.5%	.	-14.0%	.
CC(=O)c1ccc(NC(=O)Cn2c3ccccc3c3nc(=O)cc(C)n32)cc1	-1.6	-0.3%	2.6%	0.9%	-38.3%	-3.0%	3.6%	-5.5%	-4.2%	1.2%	-5.5%
C[C@H](CO)N1C[C@H](C)[C@@H](CN(C)Cc2ccccc2)Oc2ccc(NC(=O)CCCCCC(=O)Nc3ccccc3N)cc2C1=O	.	0.4%	2.3%	-5.5%	-18.2%	1.7%	17.2%	-42.5%	-4.3%	-6.2%	16.9%
C/C=C/C1=CC(=O)C[C@H](c2ccc(Cl)cc2)C1	?	0.0%	1.7%	-7.0%	-3.4%	-4.8%	-0.7%	-2.8%	16.3%	-19.7%	2.1%
N#C/C(=C\c1cn(Cc2cccc(F)c2)c2ccccc12)C(=O)NCc1ccco1	7.0	-0.2%	1.3%	-2.0%	22.1%	18.2%	6.4%	-8.5%	-2.9%	4.0%	-5.9%
O=S(=O)(Nc1nc2ccccc2[nH]1)c1ccc2ccccc2c1	-5.5	0.2%	0.9%	-2.7%	-2.6%	0.6%	-4.6%	-0.1%	-18.6%	-0.8%	1.0%
O=c1[nH]cnc2scc(-c3ccsc3)c12	-0.6	-0.5%	-0.5%	-1.5%	23.2%	-0.4%	5.9%	12.2%	11.4%	0.3%	-3.7%
C=C1C(=O)O[C@H]2[C@H]1[C@@H](O)CC(=C)[C@@H]1CC(=O)[C@@H](C)[C@H]21	0.3	-0.7%	1.5%	-8.2%	0.0%	8.5%	2.0%	-45.9%	2.5%	-14.8%	-18.6%

Bioassay records as filed in PubChem BioAssay.
